From PubChem
Tb PGK inh: T. brucei PGK inhibition; P07378; PGK/GAPDH coupled, Kinase-Glo luminescence, 60 min; Potency, µM (titrated, usually from 57.5 µM), inactives show at the top dose activity change, negative = inhibition, actives largely listed as inhibitors; 380,000 compounds, 0.043% hits; further: on the % scale 0 is the no-effect control and ±100 the full control effect; nearly all actives have a fitted effect of over 60% in size
Target sequence (P07378 whole entry, looked up): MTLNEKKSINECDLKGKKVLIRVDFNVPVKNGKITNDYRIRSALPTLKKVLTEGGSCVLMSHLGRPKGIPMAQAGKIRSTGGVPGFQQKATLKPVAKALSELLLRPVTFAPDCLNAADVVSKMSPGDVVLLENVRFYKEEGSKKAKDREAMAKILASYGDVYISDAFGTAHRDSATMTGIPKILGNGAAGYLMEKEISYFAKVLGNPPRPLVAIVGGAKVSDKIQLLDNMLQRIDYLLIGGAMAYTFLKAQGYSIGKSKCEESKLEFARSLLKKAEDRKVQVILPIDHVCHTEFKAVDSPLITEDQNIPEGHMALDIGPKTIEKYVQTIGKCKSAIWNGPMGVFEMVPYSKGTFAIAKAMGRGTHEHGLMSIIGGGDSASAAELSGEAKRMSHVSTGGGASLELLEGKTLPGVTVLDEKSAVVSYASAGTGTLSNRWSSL
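Recombinant glycosomal PGK reaction used 1,3-bisphosphoglycerate generated in-well by GAPDH (100nM final) in 100mM TEA pH 7.6, 5mM MgCl2, 0.01% Tween-20. After 60 minutes at room temperature, ATP was read by Kinase-Glo Plus luminescence end-point.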
BAZ2B block: blocks human BAZ2B. Q9UIF8. AlphaScreen BAZ2B-H3K14Ac peptide displacement. Potency, µM (titrated, usually from 114 µM), for the others: at the top dose activity change, negative = inhibition, most hits filed as inhibitors. 360,000 compounds, 4.4% hits; further: on the % scale 0 is the no-effect control and ±100 the full control effect; nearly all actives have a fitted effect of over 60% in size
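Multi-concentration screen (max 110 uM) measuring displacement of acetylated histone H3 peptide from BAZ2B by AlphaScreen, using 50 nM protein, 50 nM peptide and 10 ug/mL streptavidin donor plus Ni-chelate acceptor beads.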
JMJD2A Tudor: inhibitors of human JMJD2A Tudor domain | 390,000 compounds, 4.4% hits | O75164 | Potency, µM (top dose mostly 114 µM), without a hit: at the highest dose activity change, negative = inhibition, usual class: inhibitors | AlphaScreen JMJD2A-Tudor / H3K4me3 peptide binding; further: on the % scale 0 is the no-effect control and ±100 the full control effect; nearly all actives have a fitted effect of over 50% in size
BLM helicase inh: Bloom syndrome helicase (human) inhibition. P54132. recombinant BLM DNA unwinding, fluorescence dequenching. Potency, µM (doses to about 56.1 µM), for the others: at the highest dose activity change, negative = inhibition, hits mostly inhibitors. 350,000 compounds, 0.2% hits. AID 2528;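 further: plate controls were vehicle for no effect and no enzyme for full effect; nearly all actives have a fitted effect of over 35% in size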
GLS inhibitor: glutaminase GLS (human) inhibition. O94925. GLS enzymatic activity, qHTS titration. Potency, µM (series often up to 45.5 µM), inactives show at the highest dose activity change, negative = inhibition, hits mostly inhibitors. 410,000 compounds, 0.21% hits. AID 624170; further: on the % scale 0 is the no-effect control and ±100 the full control effect
Target sequence (O94925 whole entry, looked up): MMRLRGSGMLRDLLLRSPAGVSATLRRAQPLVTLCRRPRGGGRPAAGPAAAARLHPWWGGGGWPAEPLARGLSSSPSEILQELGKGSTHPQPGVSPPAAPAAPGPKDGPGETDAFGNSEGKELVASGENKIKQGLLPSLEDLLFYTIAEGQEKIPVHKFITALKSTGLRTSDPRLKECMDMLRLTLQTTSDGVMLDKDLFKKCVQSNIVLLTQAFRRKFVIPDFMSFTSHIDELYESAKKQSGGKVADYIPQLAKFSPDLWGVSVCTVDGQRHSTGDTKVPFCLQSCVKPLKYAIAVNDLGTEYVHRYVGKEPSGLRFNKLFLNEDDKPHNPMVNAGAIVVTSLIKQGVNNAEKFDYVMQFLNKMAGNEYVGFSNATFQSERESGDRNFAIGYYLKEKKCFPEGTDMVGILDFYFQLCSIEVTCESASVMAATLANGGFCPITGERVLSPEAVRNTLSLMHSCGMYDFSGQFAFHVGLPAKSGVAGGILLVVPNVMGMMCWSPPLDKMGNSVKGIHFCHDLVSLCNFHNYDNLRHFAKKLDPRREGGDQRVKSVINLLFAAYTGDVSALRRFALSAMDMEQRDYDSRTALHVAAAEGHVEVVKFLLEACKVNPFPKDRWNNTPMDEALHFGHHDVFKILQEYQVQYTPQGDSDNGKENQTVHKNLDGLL
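hKGA in 45 mM KH2PO4 (pH 8.2), 0.02% Tween-20 with compound, then 1mM L-Glutamine (stock as added) plus glutamate oxidase/HRP/Amplex red coupling mix. Fluorescence read initially and after 30 min at RT; signal change reflects glutamate formation.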
Pin1 inh: human Pin1 inhibition; 390,000 compounds, 0.009% hits; AID 504891; Pin1 FP peptide displacement, HiFluor488, 10 min; Potency, µM (highest dose often 115 µM), for inactives: at the highest dose activity, negative = inhibition, actives largely listed as inhibitors; active means well fitted inhibition curve with a large enough effect in the polarisation, with a control signal flat, not every such curve was filed as active; inconclusive means small, poorly fitted or top-dose-only effect, or effect the other way, or a change in a side signal; inactive means no such curve, though single readings can be large or run the other way; the % refers to the polarisation; further: on the % scale 0 is the no-effect control and ±100 the full control effect
POLI inh: inhibitors of human DNA polymerase iota. Q9UNA4. Pol iota fluorescent replication assay, 10 min. Potency, µM (highest dose often 115 µM), for the others: at the highest dose activity, negative = inhibition, actives largely listed as inhibitors. 390,000 compounds, 1% hits. AID 588590
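Fluorescent replication assay read twice, at 0 min and 10 min after adding 50 nM (final) substrate. Enzyme (10 nM) and compounds were first incubated 15 min at room temperature; enzyme-free buffer wells were negative controls.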
HP1b binding inh: HP1-beta chromodomain-methylated histone interaction inhibition | AID 540317 | Potency, µM (series often up to 114 µM), without a hit: at the top dose activity change, negative = inhibition, hits mostly inhibitors | AlphaScreen HP1-beta / biotin-H3K9me3 peptide binding | 390,000 compounds, 0.56% hits | P83916; further: nearly all actives have a fitted effect of over 70% in size; inactives centre near 23
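Compound inhibition of the preformed complex between 50 nM HP1-beta and 50 nM biotinylated H3K9me3 peptide was read by AlphaScreen. Buffer was PBS pH 7.4 with 0.01% Tween-20. Incubations ran 30 min at room temperature, with 10 ug/mL donor/acceptor beads.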
G9a inh: G9a (human) methyltransferase inhibition | AID 504332 | 350,000 compounds, 8.8% hits | Potency, µM (top dose mostly 102 µM), for the others: top-dose activity, negative = inhibition, most hits filed as inhibitors | G9a H3K9 monomethylation, AlphaScreen, 2 h | Q96KQ7; further: on the % scale 0 is the no-effect control and ±100 the full control effect; nearly all actives have a fitted effect of over 75% in size
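G9a (20 nM) was preincubated 15 min with compound, then reacted 2 h at room temperature with 500 nM biotin-H3K9 peptide and 20 µM SAM. Monomethyl-H3K9 detected by AlphaScreen using anti-H3K9me1 antibody.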
* = called active by the depositor; i = inactive; ? = inconclusive; · = not tested or not shown; & = joins results of further samples; [ ] = dose if it differs, or a comment. Unless noted, the call rests on the fitted dose curve; in most records, active means well fitted curve in the direction sought with a large enough effect; inconclusive means small, poorly fitted or top-dose-only effect, or another doubt; inactive means no such curve, though single readings can be large; an effect the other way counts as inactive or inconclusive. Potency means the concentration at half of the fitted maximal effect. These rows are one share of the data; count on the stated rates, not on these rows.

Tb PGK inh	BAZ2B block	JMJD2A Tudor	BLM helicase inh	GLS inhibitor	Pin1 inh	POLI inh	canonical_smiles	HP1b binding inh	G9a inh
7%	-15%	-19%	-2%	3%	2%	5%	Cn1nc(-c2ccccc2)c(-c2ccccc2)c(C(=O)Nc2ccc(S(N)(=O)=O)cc2)c1=O	22%	-39%[59 µM]
·	3.2µM*	8.9µM*	-3%	10%	2%	63%[activator]	COCc1cc(CN2CCCC2)c(O)c2ncccc12	27%	?
-13%	-38%	?	-11%	5%	-2%	24%	Nc1ccc(C(=O)OCC(=O)N2c3ccccc3Sc3ccccc32)cc1[N+](=O)[O-]	-12%	-22%[59 µM]
2%[11.5 µM]	2%	-21%	-9%	6%	?	?	O=C(/C=C/c1ccco1)NC(=S)NNC(=O)c1ccco1	-4%	11µM*
6%	5.6µM*	45µM*	-4%	-1%	-1%	9%	Cc1ccc(N=Nc2cc(C)ccc2O)c(C)c1	?	7.9µM*
-3%	3%	2%	6%	3%	13%	-5%	O=C(CSc1ccc2nnc(-c3ccc(F)cc3)n2n1)N1CCCc2ccccc21	-2%	4%
3%	-29%	-16%	4%	7%	7%	138%[activator]	N/C(=N\OC(=O)c1cccc([N+](=O)[O-])c1)c1cccnc1	2%	-9%[59 µM]
-7%	-20%	-16%	-5%	?	-13%	-6%	CCOc1cc(/C=N/NC(=O)NN(C)c2ncc(C(F)(F)F)cc2Cl)ccc1O	-4%	6%
-6%	-19%	-21%	-3%	5%	3%	-3%	CCN(CC)S(=O)(=O)c1cccc(C(=O)OCC(=O)N2CC(=O)Nc3ccccc32)c1	1%	20µM*
-4%	-22%	-23%	4%	-4%	3%	?	CCc1c(C(C)S(=O)(=O)c2ccc(C)cc2)[nH]c(=O)n1-c1ccc(OC(F)(F)F)cc1 (stereo not given)	61%	10µM*
i	-39%	?	-2%	12%	1%	1%	CS(=O)(=O)N1CCN(c2ccc(C(=O)NC34CC5CC(CC(C5)C3)C4)cc2[N+](=O)[O-])CC1	?	-15%[59 µM]
i	-20%	0%	-22%	-7%	5%	23%	COCc1ccc(C(=O)N(C)C2CCCN(Cc3ccccc3F)C2)o1 (stereo not given)	36%	4%[12.7 µM]
-5%	-19%	-12%	-4%	2%	0%	103%[activator]	O=C(C(=O)N1CCN(c2cccc(Cl)c2)CC1)N1CCCCC1	21%	-34%
i	-15%	-15%	4%	-12%	-6%	12%	COc1ccc(CC(=O)NCC(c2ccc(Cl)cc2)N2CCOCC2)cc1 (stereo not given)	16%	1%[59 µM]
-4%	-28%	-28%	-7%	5%	-1%	-7%	O=[N+]([O-])c1ccc(N2CCN(c3cccc(Cl)c3)CC2)nc1	12%	-39%
5%	·	-26%	·	3%	2%	4%	O=C(NCCCn1ccnc1)C1CCN(S(=O)(=O)c2cc([N+](=O)[O-])ccc2Cl)CC1	1%	·
1%	?	-32%	2%	2%	-1%	3%	COc1ccc(N2CCN(C(=O)c3cnc(N4CCOCC4)c4ccccc34)CC2)cc1	-1%[57 µM]	?
·	-2%	-19%	-7%	-5%	6%	0%	Cc1ccc(N(CC(=O)N/N=C/c2ccc(OC3CSC3)cc2)S(=O)(=O)c2ccccc2)cc1	7%	1%[59 µM]
-1%	0%	-7%	0%	3%	5%	1%	O=C(NCCCN1CCOCC1)C(Sc1ccccc1)c1ccccc1 (stereo not given)	39%[activator]	2%[59 µM]
3%	-3%	-15%	-4%	16%	-5%	93%[activator]	CCOC(=O)COc1c(/C=N\O)cc(Cl)cc1OC	16%	15%

Tb PGK inh	BAZ2B block	JMJD2A Tudor	BLM helicase inh	GLS inhibitor	Pin1 inh	POLI inh	canonical_smiles	HP1b binding inh	G9a inh
1%	-10%	-11%	-1%	-2%	2%	-1%	COc1ccc(N(CC(=O)Nc2cc(C)ccc2C)S(=O)(=O)c2c(C)[nH]c(=O)[nH]c2=O)cc1	39%[activator]	·
-5%	-1%	3%	-7%	6%	1%	25%	O=C(NCC1CCN(C(=O)c2c(F)c(F)c(F)c(F)c2F)CC1)c1c(F)c(F)c(F)c(F)c1F	24%	79µM*
-3%	-1%	10%	-4%	-5%	17%	1%	COc1cccc(C2SCC(=O)N2c2ccc(Br)cc2)c1OC (stereo not given)	37%	1%[59 µM]
i	-26%	?	-4%	-15%	-9%	19%	Oc1c(Cl)cc(Cl)cc1/C=N/c1nc(-c2ccc(Cl)cc2)cs1	-6%	?
-10%	1%	-8%	-3%	-2%	6%	18%	O=C(Nc1nnc(CCN2CCCCC2)s1)c1ccccc1Cl	36%	-1%
6%	8%	-3%	0%	-1%	?	7%	O=C(N/N=C/c1cccnc1)c1ccccc1[N+](=O)[O-]	25%	10%
-6%	-11%	-9%	2%	-6%	2%	15%	CCNC(=O)c1cnc2sc(N3CCCCCC3)nn2c1=O	27%	4%[59 µM]
-2%	-2%	?	-3%	-2%	-5%	?	CCC1CCC(N2CCN(c3ccccc3F)CC2)CC1 (stereo not given)	8%	5%
-7%	40µM*	18µM*	-17%	19%	5%	64%[activator]	CN(C)c1ccc(CC(=O)c2nc3ccccc3s2)cc1	?	?
-7%	1%	-11%	-1%	0%	2%	18%	COc1ccc(C(=O)C2CCCN(C(=O)Cn3ccc(C)n3)C2)cc1OC (stereo not given)	15%	18%[0.501 µM]
-4%	-27%[57.1 µM]	1%	1%	11%	-1%	32%&3%	O=C(Nc1ccc2c(c1)OCO2)O[C@@H]1C[C@H]2CCC(=O)N3CC[C@@H](C1)[C@@H]23	8%	13%
19%	?	-14%	-11%	-1%	?	-22%	COc1ccc(NC(=O)CSc2nc(-c3ccc(OC)cc3)[nH]c2-c2ccc(F)cc2)cc1	25%	4%[59 µM]
-7%	-17%	-5%	-5%	0%	-4%	76%[activator]	O=C(CP(=O)(c1ccccc1)c1ccccc1)Nc1nc2ccc(Cl)cc2s1	2%	-3%
-4%	-15%	-27%	1%	-6%	-5%	0%	CNC(=O)/C(C#N)=C/c1c(N2CCCCCC2)nc2c(C)cccn2c1=O	-6%	21%[2.33 µM]
-10%	-9%	-3%	-5%	4%	6%	3%	O=c1c(/C=N/O)coc2ccc(Cl)cc12	52%[activator]	·
-7%	-4%	40µM*	-3%	-28%	-2%	8%	CCN(CCO)C1CC(=O)N(c2ccccc2C)C1=O (stereo not given)	26%	4µM*
-1%	·	-22%	·	-1%	-1%	0%	CC(=O)N1CCN(CC(=O)Nc2cccc(S(=O)(=O)N3CCCCC3)c2)CC1	8%[57 µM]	·
-6%	25%	-2%	0%	14%	2%	10%	Cc1cc(C)c(NC(=O)CC(C)(C)C)c(Cl)c1	21%	-25%[59 µM]
-1%	?	-24%	-12%	4%	16%	-21%	COc1ccc(C(=O)/C=C/c2cc(OC)c(O)c(OC)c2)c(F)c1	-11%	8.9µM*
-3%	-8%	-1%	0%	9%	-5%	25%	CC1CN(C(=O)COC(=O)c2c(Cl)cccc2Cl)CC(C)O1 (stereo not given)	28%	20%

3 compounds from above, sorted by their value in BLM helicase inh, low to high:
Tb PGK inh	BAZ2B block	JMJD2A Tudor	BLM helicase inh	GLS inhibitor	Pin1 inh	POLI inh	canonical_smiles	HP1b binding inh	G9a inh
i	-20%	0%	-22%	-7%	5%	23%	COCc1ccc(C(=O)N(C)C2CCCN(Cc3ccccc3F)C2)o1 (stereo not given)	36%	4%[12.7 µM]
19%	?	-14%	-11%	-1%	?	-22%	COc1ccc(NC(=O)CSc2nc(-c3ccc(OC)cc3)[nH]c2-c2ccc(F)cc2)cc1	25%	4%[59 µM]
1%	?	-32%	2%	2%	-1%	3%	COc1ccc(N2CCN(C(=O)c3cnc(N4CCOCC4)c4ccccc34)CC2)cc1	-1%[57 µM]	?

Next part:
Tb PGK inh	BAZ2B block	JMJD2A Tudor	BLM helicase inh	GLS inhibitor	Pin1 inh	POLI inh	canonical_smiles	HP1b binding inh	G9a inh
-6%	5%	3%	0%	-15%	?	47%[activator]	COCCN(C(=O)Nc1ccc(OC)cc1)c1nc2ccccc2s1	36%[activator]	·
·	-1%	-3%	-4%	3%	29%	-16%	COC(=O)c1ccc(NC(=O)CCc2c(C)nc3c(c(C)nn3-c3ccc(C)cc3)c2C)cc1	22%	-1%[59 µM]
3%	-25%	-17%	-3%	0%	-1%	44%[activator]	COc1ccccc1N1CCN(C(=O)c2cccc(C(=O)N3CCN(c4ccccc4OC)CC3)c2)CC1	30%	-7%
0%	?	-24%	-1%	-1%	0%	0%[58.9 µM]	CC(=O)c1c(C(C)=O)c(C)n(-c2ccc(C)c(NC(=O)c3ccccc3Cl)c2)c1C	-4%	15%[0.501 µM]
0%	-2%	-8%	-1%	5%	-13%	-19%	COc1ccc(S(=O)(=O)Nc2ccc3c(c2)OCO3)cc1C(=O)O	16%	-18%
-5%	1%	-24%	1%	-2%	5%	12%	NC(=S)NNC(=O)c1cc(C(F)(F)F)cc(C(F)(F)F)c1	37%	-33%
0%	2%	1%	-1%	5%	-2%	16%	CC1(C)C(O)=C(c2nc3ccccc3[nH]2)C(=N)N1c1ccccc1	27%	11%[12.7 µM]
13%	-1%	?	-3%	11%	?	11%	CCCOc1ccc(/C=C/c2[nH]c(=O)[nH]c(=O)c2[N+](=O)[O-])cc1OCC	3%	-1%[12.7 µM]
-6%	?	-33%	·	-25%	5%	?	Cc1c(C(=O)NCc2ccco2)oc2c(F)cccc12	12%	7%[12.7 µM]
-4%	3%	-12%	-5%	8%	8%	143%[activator]	Cc1c(C(N)=O)sc2ncn(CC(=O)NCCc3ccccc3)c(=O)c12	-2%	·
i	0%	-20%	-2%	-5%	-6%	-9%	O=C(Cc1ccc(Cl)cc1)N/N=C/c1cccc(O)c1	26%	44%
-3%	-4%	-15%	84%[activator]	16%	1%	-11%	C1=C2C[N+]3(CCCC3)CC2Cc2ccc3ccccc3c21 (stereo not given)	14%	3%[59 µM]
-7%	7%	-29%	-12%	15%	0%	6%	COc1ccccc1C(=O)NNC(=S)NC(=O)c1ccco1	24%	28µM*
-7%	-5%	-16%	-5%	-16%	-1%	-1%	CCN(CC(=O)NC1CCS(=O)(=O)C1)C(=O)/C=C/c1cccs1 (stereo not given)	28%	-10%
-6%	-35%	-33%	-6%	3%	44%[activator]	19%	CC(C)Sc1ncc(Cl)c(C(=O)Nc2ccc(S(=O)(=O)N(C)c3ccccc3)cc2)n1	1%	?
